tuberculosis growth: growth inhibition of non-replicating M. tuberculosis (AID 488890); 0.39% of 320,000 active; one-dose inhibition, % at 25 µM; IC50 in µM for titrated hits; Mycobacterium tuberculosis non-replicating, growth inhibition; higher % means a stronger effect; in the data active = a potency from the dose series; inconclusive = inhibition mostly from about 82% at the one dose, without a potency; inactive = the rest, 99 in 100 with inhibition below about 76%;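 also: plate controls were DMSO cells for no effect and high antibiotic wells for full effect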
Salmonella PhoP GFP: Inhibition of PhoP regulon, Salmonella typhi GFP reporter cells, confirmation, 4 h (AID 1850) | Salmonella Typhi PhoP-promoter GFP reporter, fluorescence, 4 h; higher % means a stronger effect | 0.33% of 310,000 active | one-dose inhibition, % at 50 µM; IC50 in µM for titrated hits; in the data active = a potency from the dose series; inconclusive = inhibition mostly from about 25% at the one dose, without a potency; inactive = the rest, 99 in 100 with inhibition below about 19%;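 also: 0% = induced wells with vehicle and 100% = uninduced wells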
inhibitors of VEEV: inhibitors of VEEV TC-83 cytopathic effect, confirmation, Vero cells (AID 588727). Vero cells, VEEV TC-83 cytopathic effect inhibition; higher % means a stronger effect. inhibition, % at 20 µM; hits with a dose series show IC50 in µM. 0.13% of 350,000 active; in the data active = a potency from the dose series; inconclusive = inhibition mostly from about 14% at the one dose, without a potency; inactive = the rest, 99 in 100 with inhibition below about 12%; also: strong numbers were not always called active
H37Rv inhibition: M. tuberculosis growth inhibition, HTS (AID 449762) | M. tuberculosis H37Rv growth inhibition, 7H9 media; higher % means a stronger effect | inhibition, % at 25 µM; hits with a dose series show IC50 in µM | 0.59% of 330,000 active; in the data active = a potency from the dose series; inconclusive = inhibition above about 70% without an active follow-up result;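 also: bacterial growth assessed after seven days of incubation; strong numbers were not always called active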
H1N1 NS1A inhibition: NS1A inhibition, H1N1 influenza, cell based functional assay (AID 504329) | 0.3% of 340,000 active | one-dose inhibition, % at 12.5 µM; IC50 in µM for titrated hits | NS1A functional cell-based assay, percent inhibition; higher % means a stronger effect; in the data active = a potency from the dose series; inconclusive = inhibition above about 27% without an active follow-up result; also: strong numbers were not always called active
inhibitors of VEEV 10K pilot screen: second read-out of inhibitors of VEEV, no call of its own (marks repeat the call); inhibition, %; measured here: 10K pilot screen inhibition
* = called active by the depositor; i = inactive; ? = inconclusive; nt = no result given. The order is random; any-hit rate near 1.5%.

SMILES	tuberculosis growth	Salmonella PhoP GFP	inhibitors of VEEV	H37Rv inhibition	H1N1 NS1A inhibition	others
O=C(CF)NC(NC(=S)Nc1cccc([N+](=O)[O-])c1)C(Cl)(Cl)Cl (stereo not drawn)	36%	0%	1.5%	-1%	15%
COc1ccc(Nc2nc3ccccc3c(=O)[nH]2)cc1	0%	4%	0.1%	-7%	-2%
Cc1ccccc1NS(=O)(=O)c1cc(C(=O)Nc2ccccc2-c2ccccc2)ccc1Cl	26%	9%	1.6%	6%	0%
CC(C)(C)NC(=O)COC(=O)C1c2ccccc2Oc2ccccc21	34%	9%	1.3%	-4%	-12%
CCOC(=O)c1cnn(-c2c(Cc3ccccc3)c(C)nc3c(-c4ccccc4)c(C)nn23)c1N	-3%	-8%	0.5%	7%	2%	inhibitors of VEEV 10K pilot screen=0.3
CC(C)CCN1CCN(Cc2cccc(C(F)(F)F)c2)CC1CCO (stereo not drawn)	18%	-20%	4.2%	-3%	-7%
Cc1ccc(C(=O)OCC(=O)N(C)c2c(N)n(Cc3ccccc3)c(=O)[nH]c2=O)s1	-14%	6%	1.9%	3%	-9%
CC(=O)c1cccc(OCC(O)CNCCOc2ccc(C)cc2)c1 (stereo not drawn)	17%	19%	0.5%	8%	0%
CCOC(=O)C1CCN(C(=O)c2ccc3c(c2)NC(=O)/C(=C\c2ccc(C)cc2)S3)CC1	35%	-5%	7.0%	?	-2%
CCN(CC)CCC(c1cc(OC)c(OC)c(OC)c1)c1c(OC)cc(OC)c2c(C)cc(=O)oc12 (stereo not drawn)	11%	1%	i	-5%	-16%
C=CCn1c(C)cc(-c2csc(NC(=O)CCc3nc4ccccc4c(=O)[nH]3)n2)c1C	21%	-3%	7.2%	12%	-7%
COC(/C(=N/O)c1ccc(Cl)cc1)c1ccccc1 (stereo not drawn)	9%	5%	i	-5%	-19%
O=C(CN(c1cccc(Cl)c1)S(=O)(=O)c1ccccc1)NN=C1CCCC1	-12%	0%	0.7%	9%	-4%
CC(C)NC(=O)C(=O)N/N=C/c1ccco1	7%	7%	0.9%	3%	0%
C/C(=N\NS(=O)(=O)c1ccc(C)c([N+](=O)[O-])c1)c1cccs1	-8%	-4%	1.5%	1%	-2%
CCOCCCN(C(=O)Cn1nnc(-c2ccc(OC)c(OC)c2)n1)C(C(=O)NCC1CCCO1)c1ccc(F)cc1 (stereo not drawn)	-5%	0%	i	0%	10%
COc1ccccc1NC(=O)c1c(C)cc(=O)oc1C	-3%	7%	i	-2%	-5%
COc1ccc(-n2c(Cc3cccn3C)nnc2SCC(=O)NCCc2ccccc2)cc1	15%	-9%	0.7%	1%	3%
O=[N+]([O-])c1ccc(NC2CCN(Cc3ccccc3)CC2)c2ccncc12	-3%	2%	i	6%	17%
C=CCn1c(SCC(=O)Nc2sccc2C(N)=O)nc2sc(CC)cc2c1=O	6%	-9%	7.5%	-6%	2%
O=C(OCc1c(-c2ccccc2)ncc2ccccc12)c1ccc(Cl)cc1Cl	19%	nt	0.2%	2%	2%
CC(C)C(=O)COc1c2occc2cc2ccc(=O)oc12	-9%	nt	0.3%	-5%	-2%
CC(C)CCN1CCN(Cc2cc(F)ccc2-n2cccn2)CC1CCO (stereo not drawn)	12%	3%	i	-3%	-4%
Cc1ccc(-n2c(O)c(C=NCCN3CCNCC3)c(=O)[nH]c2=S)cc1	-12%	-10%	i	-5%	20%
CC(CCc1ccccc1)NC(=O)N1CCOCC1 (stereo not drawn)	31%	-2%	1.4%	4%	4%
COCCNC(=O)c1csc2c1CCCC2	4%	-2%	0.1%	4%	-4%
O=C1CCC/C=C\C[C@@H](CC(=O)N(CCO)Cc2ccccc2)C(=O)N[C@H](c2ccccc2)CO1	8%	nt	0.5%	2%	3%
Cc1noc(/C=C/N(C)C)c1S(=O)(=O)N1CCC(C(=O)Nc2ccc(Cl)cc2)CC1	76%	3%	2.3%	-4%	4%
C/C(=C\C(=O)O)C12CC3CC(CC(C3)C1)C2	16%	2%	i	5%	-3%
Cc1ccc(S(=O)(=O)NC(=O)c2ccccc2F)cc1	nt	-10%	2.0%	-4%	-5%
CCOC(=O)c1c(-c2ccc(C)o2)csc1NC(=O)CN1CCOCC1	nt	-5%	5.1%	-5%	9%
COc1ccc(CCNC(=O)c2cc(-c3cc(Cl)cc(Cl)c3)oc2C)cc1	-3%	0%	3.1%	-1%	2%
O=C(Nc1ccc(O)c2c(=O)cc(-c3cccc(Cl)c3)oc12)c1cccc(Cl)c1	9%	13%	6.9%	?	9%
COc1ccc(NC(=O)c2cccc3c2C(=O)c2ccc(-c4cnc(OC)nc4)cc2S3(=O)=O)cc1	-2%	nt	0.3%	14%	5%
O=C(NCCc1ccccc1)C1CCN(S(=O)(=O)c2ccccc2)CC1	-3%	0%	i	0%	4%
COCCCn1c(=O)c2ccccc2c2ccccc2c1=O	6%	8%	0.9%	7%	-3%
CCOC(=O)C1CCCN(Cc2cc(OC)c(O)c(OC)c2)C1 (stereo not drawn)	-2%	5%	i	1%	-10%
Cc1ccc(NC(=O)NCc2ccncc2)cc1Cl	5%	17%	10%	4%	1%
Cn1c2ccccc2c2cc(C(=O)NNC(=O)CCl)sc21	?	-6%	4.3%	1.7µM*	-1%
COc1ccc(C(=O)NCCn2cc(SCC(=O)NCc3ccco3)c3ccccc32)cc1	32%	-10%	4.3%	11%	21%
CC(=O)N(CN1C(=O)c2ccc([N+](=O)[O-])cc2C1=O)c1cccc(C(=O)O)c1	-19%	-3%	1.0%	6%	-10%
CCOc1ccccc1NC(=O)COc1cccc(-n2cnnn2)c1	22%	-15%	2.4%	-1%	3%
CC(C)CN(C(=O)COC(=O)c1ccc(Br)cc1)c1c(N)n(Cc2ccccc2)c(=O)[nH]c1=O	6%	-6%	0.5%	25%	-3%
Cc1cc(C)cc(-n2ncc3c2CCCC3NC(=O)C2(C(N)=O)CC2)c1 (stereo not drawn)	3%	-1%	1.9%	6%	-12%
Oc1c(CN2CCOCC2)ccc2ccccc12	nt	nt	0.6%	nt	7%
CC1(C)NC(=O)[C@H]2CCCN21	-11%	11%	0.0%	-4%	-2%
O=C(Cn1nc(-c2ccccc2)ccc1=O)NCCCN1CCOCC1	-11%	15%	i	-10%	5%
O=S(=O)(Cc1ccccc1)Nc1ccccc1Br	1%	-1%	i	-2%	-3%
CCC(CC)c1nnc(NC(=O)C2CC(=O)N(C3CCCC3)C2)s1 (stereo not drawn)	14%	7%	1.9%	3%	9%
CC(=O)N1CC(=O)Nc2ccc(Br)cc2C1c1ccc(F)cc1 (stereo not drawn)	-14%	-16%	i	-5%	0%
Cc1ccc(C(=O)O)cc1-c1ccc(/C=C2/NC(=O)N(c3ccccc3)C2=O)o1	9%	2%	2.5%	6%	-7%
COc1ccc(C)cc1NC(=O)CN1C(=O)COc2ccc(S(=O)(=O)N3CCCCCC3)cc21	7%	3%	3.3%	6%	-1%
CCCCN(CCNP(=O)(OCC)OCC)CP(=O)(OCC)OCC	-9%	1%	0.8%	-4%	6%
CCOC(=O)C(=O)N1CCC(Cc2ccccc2)CC1	29%	5%	0.6%	2%	6%
CCN(CC)CCNC(=O)C1(O)c2cc(Br)ccc2NC(=O)N1c1c(F)cccc1F (stereo not drawn)	-4%	3%	i	-4%	-6%
C[C@]12CC[C@H](O)CC1=CC(=O)C1C2CC[C@]2(C)C(=O)CCC12 (stereo partly drawn)	6%	nt	0.7%	-1%	-2%
CC(=O)Oc1ccc(N2C(=O)C3C4C=CC(CC4)C3C2=O)cc1[N+](=O)[O-] (stereo not drawn)	13%	2%	0.6%	11%	4%
CCN(CC)C(=O)CC(c1ccc(F)cc1)c1ccco1 (stereo not drawn)	24%	-11%	1.9%	11%	2%
NC(=O)NC(=O)CSc1nc2sc(-c3ccccc3)cc2c(=O)n1-c1ccccc1	-4%	0%	1.1%	-2%	-8%
COc1ccc2nc(SCC(=O)NCc3ccc(F)cc3)[nH]c2c1	10%	-3%	i	-5%	-6%

(cont.)
SMILES	tuberculosis growth	Salmonella PhoP GFP	inhibitors of VEEV	H37Rv inhibition	H1N1 NS1A inhibition	others
Cc1cccc(C)c1NC(=O)C(=O)NCCOc1ccc(Cl)cc1	47%	1%	3.2%	36%	-2%
O=Cc1c(NCc2ccco2)nc2ccccn2c1=O	4.9µM*	-1%	i	6%	-10%
CCOC(=O)c1[nH]c(C)c(C(=O)Nc2ccccc2C)c1C	-1%	-13%	8.8%	-6%	0%
O=C(Nc1ccc(O)cc1C(=O)O)c1cccs1	3%	-5%	0.6%	-4%	-9%
COc1ccc(C2CC(c3c(-c4ccccc4)c4cc(Cl)ccc4[nH]c3=O)=NN2C(=O)CCC(=O)O)cc1 (stereo not drawn)	34%	3%	0.5%	12%	3%
COC(=O)c1ccc(C2C(C(C)=O)=C(O)C(=O)N2CCO)cc1 (stereo not drawn)	-3%	12%	i	-5%	0%
Cc1cc(Oc2ccc(C(F)(F)F)cc2[N+](=O)[O-])c2c3c(c(=O)oc2c1)CCC3	-3%	-10%	0.1%	4%	-3%
COc1ccc(S(=O)(=O)N2CCN(C(=O)NCc3ccc(C)cc3)CC2)cc1	4%	3%	2.4%	1%	7%
COc1ccc2nc(SCC(=O)Nc3ccccc3OC)[nH]c2c1	-12%	3%	6.0%	4%	-1%
CC(O)c1nc2ccccc2n1Cc1ccccc1 (stereo not drawn)	0%	-8%	0.5%	1%	-6%
O=S1(=O)CCC(=Nc2ccc(Cl)cc2)c2ccsc21	5%	11%	0.8%	-4%	8%
CC(C)(C)S(=O)N1Cc2cc(CO)cc(-c3ccccc3)c2[C@@H]1CCO (stereo partly drawn)	nt	nt	0.2%	nt	-7%
COc1cc(C(=O)N2CCN(c3ccccn3)CC2)cc(OC)c1OC	-2%	-3%	4.9%	-5%	-17%
CN(C(=O)CN1CC=C(c2ccccc2)CC1)c1c(N)n(Cc2ccccc2)c(=O)[nH]c1=O	8%	-15%	0.1%	0%	-10%
O=C(Nc1ccnn1C1CCN(Cc2ccccc2OC(F)F)CC1)c1cccnc1	10%	-5%	i	-6%	19%
O=C(Nc1ccncc1)C1CC1c1ccccc1 (stereo not drawn)	47%	8%	0.1%	9%	2%
COc1ccc(C2=Nc3nc(-c4ccccc4)cn3C(c3ccc(OC)cc3)C2)cc1 (stereo not drawn)	nt	-4%	1.1%	nt	10%
O=C(O)c1cccc(NC(=O)c2cccc(S(=O)(=O)Nc3cccc([N+](=O)[O-])c3)c2)c1	3%	-6%	0.2%	3%	-8%
Cc1cc(NS(=O)(=O)c2ccc(NC(=O)CN3C(=O)NC(C)(c4ccccc4)C3=O)cc2)nc(C)n1 (stereo not drawn)	0%	1%	2.7%	3%	-5%
CCc1nnc(NC(=O)CSc2nc3cc(OC)c(OC)cc3cc2C)s1	14%	-6%	1.9%	8%	1%

6 entries from above, sorted by SMILES length, smallest number first.
SMILES	tuberculosis growth	Salmonella PhoP GFP	inhibitors of VEEV	H37Rv inhibition	H1N1 NS1A inhibition	others
O=C(Nc1ccc(O)cc1C(=O)O)c1cccs1	3%	-5%	0.6%	-4%	-9%
O=S1(=O)CCC(=Nc2ccc(Cl)cc2)c2ccsc21	5%	11%	0.8%	-4%	8%
CCOC(=O)c1[nH]c(C)c(C(=O)Nc2ccccc2C)c1C	-1%	-13%	8.8%	-6%	0%
CC(C)(C)S(=O)N1Cc2cc(CO)cc(-c3ccccc3)c2[C@@H]1CCO (stereo partly drawn)	nt	nt	0.2%	nt	-7%
Cc1cc(Oc2ccc(C(F)(F)F)cc2[N+](=O)[O-])c2c3c(c(=O)oc2c1)CCC3	-3%	-10%	0.1%	4%	-3%
COc1ccc(C2CC(c3c(-c4ccccc4)c4cc(Cl)ccc4[nH]c3=O)=NN2C(=O)CCC(=O)O)cc1 (stereo not drawn)	34%	3%	0.5%	12%	3%

Quoted at random: 2 entries already listed
SMILES	tuberculosis growth	Salmonella PhoP GFP	inhibitors of VEEV	H37Rv inhibition	H1N1 NS1A inhibition	others
CC(O)c1nc2ccccc2n1Cc1ccccc1 (stereo not drawn)	0%	-8%	0.5%	1%	-6%
Cc1cccc(C)c1NC(=O)C(=O)NCCOc1ccc(Cl)cc1	47%	1%	3.2%	36%	-2%

(continued)
SMILES	tuberculosis growth	Salmonella PhoP GFP	inhibitors of VEEV	H37Rv inhibition	H1N1 NS1A inhibition	others
Clc1ccc(Cc2nc(-c3cccnc3)no2)cc1	69%	7%	i	3%	1%
CN(Cc1ccccc1)C(=O)N[C@@H](Cc1ccccc1)C(=O)O	-18%	14%	0.1%	1%	-12%
Cc1ccccc1/[N+]([O-])=C/c1cccs1	-4%	-3%	1.4%	-5%	-8%
CSc1nc(C)c(C(=O)Nc2ccccc2)c(C)c1C#N	6%	3%	i	4%	2%

Screening results: PubChem, Southern Research Specialized Biocontainment Screening Center
